Screens from PubChem.
Tn6 DDE FP – inhibitors of Tn6 peptide binding to fibrin DD(E), primary screen, biochemical, fluorescence polarization, human fibrin, Tn6 probe; Fibrinogen beta chain (Homo sapiens), P02675; Fibrin DD(E) TRITC-Tn6 fluorescence polarization displacement; inhibition, % at 8.3 µM; 370,000 compounds, 0.21% hits; AID 720509, 2013;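 active = inhibition above a per-campaign cutoff: mean of compounds within control limits plus 3 SD, cut at about 15% in these data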;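 note: 0% = median of all compound wells on the plate and 100% = blocking peptide control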
PLCg1 inh – PLC-gamma1 enzyme inhibitors, primary screen, biochemical, fluorescence, purified enzyme; 1-phosphatidylinositol 4,5-bisphosphate phosphodiesterase gamma-1 (Homo sapiens), P19174; fluorogenic substrate; inhibition, % at 12.2 µM; 370,000 compounds, 0.84% hits; AID 720700, 2013; in the data active = inhibition above about 9.5%
ADAM10 inh – human ADAM10 inhibitors, primary screen, biochemical, QFRET, HTS | Disintegrin and metalloproteinase domain-containing protein 10 (Homo sapiens), O14672 | recombinant ADAM10, EDANS/DABCYL FRET peptide cleavage, 3 h | inhibition, % at 7 µM | 370,000 compounds, 0.62% hits | AID 720582, 2013;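 active = inhibition above a per-campaign cutoff equal to the mean of compounds falling between control-based bounds plus 3 SD, cut at about 20% in these data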;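 note: 0% = DMSO wells while the 100% control is not disclosed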
LEDGF integ inh – blockers of LEDGF/p75-dependent integrase strand transfer – biochemical, TR-FRET, high throughput, primary screen; 370,000 compounds, 0.64% hits; TR-FRET IN-LEDGF/p75 DNA integration, Eu/Cy5; inhibition, % at 3.7 µM; AID 743269, 2014; HIV-1 integrase (with human LEDGF/p75);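 active = inhibition above the screen-wide mean plus 3 SD, cut at about 13% in these data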;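 note: signal is the Cy5 over europium emission ratio at 671 and 618 nm; 0% = plate median of compound wells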
ARFGAP1 inh – inhibitors of rat ARFGAP1 GAP activity, primary screen, biochemical, fluorescence polarization, GDP tracer; ADP-ribosylation factor GTPase-activating protein 1 (Rattus norvegicus), Q62848; Arfgap1-stimulated ARF1 GTP hydrolysis, GDP FP detection; inhibition, % at 16.5 µM; 360,000 compounds, 0.26% hits;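 active = inhibition above a per-plate limit, mean inhibition of low control wells plus 3 SD, cut at about 25% in these data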;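 note: 0% = DMSO wells with enzyme and 100% = wells lacking Arfgap1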
Target sequence (Q62848 1-136 limits assumed): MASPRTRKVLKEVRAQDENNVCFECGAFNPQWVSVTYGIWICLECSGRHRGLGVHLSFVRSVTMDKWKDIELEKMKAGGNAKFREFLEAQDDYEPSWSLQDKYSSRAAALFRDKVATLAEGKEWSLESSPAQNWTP
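Material: rat Arfgap1 GAP domain (His6, aa 1-136), purified enzyme. Also added: human ARF1(Δ1-17)-GTP substrate. Compound dosing: 16.5 µM single point, 1.26% DMSO. Timing: enzyme reaction 120 min at 25 °C after 20 min preincubation. Signal: GDP detection by fluorescence polarization. Read-out basis: percent inhibition of GAP-stimulated GDP formation, scaled between DMSO and no-Arfgap1 medians.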
Tn7 DDE FP – inhibitors of Tn7 peptide binding to fibrin DD(E), primary screen, biochemical, fluorescence polarization, human fibrin, Tn7 probe. Fibrinogen beta chain (Homo sapiens), P02675. FP displacement of FITC-Tn7 peptide from fibrin DD(E); 0% = median of compound wells per plate. inhibition, % at 8.3 µM. 370,000 compounds, 0.13% hits;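 active = inhibition above the mean of compounds falling within the control limits plus 3 SD of them, cut at about 14% in these data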;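 note: 0% = plate median of compound wells and 100% = 10 µM Aha-Tn7 peptide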
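Also added: labelled Tn7 tracer, 0.1 µM; Assay system: human fibrin DD(E) protein; Amount: 2 µM fibrin DD(E); Schedule: 10 min compound pre-incubation, 3 h probe incubation at room temperature; Repeats: one replicate per compound; Read-out basis: percent inhibition; Measured by: fluorescence polarization of the labelled Tn7 tracer.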
proKLK7 act – proKLK7 zymogen activators, primary screen, biochemical, fluorescence intensity; purified proKLK7, EDANS-DABCYL substrate fluorescence; 100% is mature enzyme control, 0% vehicle; activation, % at 7 µM; Kallikrein-7 (Homo sapiens), P49862; AID 652039, 2013; 370,000 compounds, 0.9% hits;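 active = activation above the mean of all tested compounds plus 3 SD, computed per campaign excluding outliers beyond control limits, cut at about 13% in these data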
Target sequence (P49862 whole entry, looked up): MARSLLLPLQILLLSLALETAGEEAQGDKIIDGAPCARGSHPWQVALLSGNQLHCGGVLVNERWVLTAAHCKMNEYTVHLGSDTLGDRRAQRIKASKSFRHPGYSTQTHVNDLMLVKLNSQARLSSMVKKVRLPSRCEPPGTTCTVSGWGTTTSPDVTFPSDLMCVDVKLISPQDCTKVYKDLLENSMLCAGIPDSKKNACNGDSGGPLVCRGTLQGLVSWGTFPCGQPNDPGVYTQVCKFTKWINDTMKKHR
TDP2 absorb – human TDP2 enzyme inhibitors, primary screen, biochemical, epi absorbance, recombinant enzyme. Tyrosyl-DNA phosphodiesterase 2 (Homo sapiens), O95551. T5PNP hydrolysis, p-nitrophenol absorbance 415 nm. inhibition, % at 12.8 µM. 370,000 compounds, 0.34% hits;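 active = inhibition above the mean of all tested compounds plus 3 SD, set per campaign, cut at about 25% in these data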;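 note: 0% = DMSO with enzyme and 100% = buffer with substrate but no TDP2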
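Assay system: recombinant human TDP2 / Reagent: T5PNP substrate at 5 mM, a TopII-DNA adduct mimic / Measured by: epi absorbance from released p-nitrophenol / Evaluation: % inhibition relative to enzyme-containing and enzyme-free wells / Control set: enzyme-free and DMSO wells / Replicates: each compound tested once, singlicate / Schedule: enzyme reaction with compound for 2 h at 37 °C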
ADAM17 inh – ADAM17 inhibitors, primary screen, biochemical, QFRET; Disintegrin and metalloproteinase domain-containing protein 17 (Homo sapiens), P78536; recombinant ADAM17, EDANS/DABCYL FRET peptide cleavage; inhibition, % at 6.95 µM; 370,000 compounds, 0.83% hits; AID 720648, 2013;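 active = inhibition above the mean of compounds lying between control limits plus 3 SD, set per campaign, cut at about 8.5% in these data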;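 note: 0% = DMSO-only wells as the low control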
ASAP1 inh – inhibitors of human ASAP1 ArfGAP activity, primary screen, biochemical, fluorescence polarization | Arf-GAP with SH3 domain, ANK repeat and PH domain-containing protein 1 (Homo sapiens), … | ASAP1-stimulated ARF1 GTP hydrolysis, GDP FP detection | inhibition, % at 16.5 µM | 360,000 compounds, 0.19% hits; in the data active = inhibition above about 25%;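 note: 0% = vehicle with enzyme and substrate and 100% = no enzyme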
Target sequence (Q9ULH1 325-724 limits assumed): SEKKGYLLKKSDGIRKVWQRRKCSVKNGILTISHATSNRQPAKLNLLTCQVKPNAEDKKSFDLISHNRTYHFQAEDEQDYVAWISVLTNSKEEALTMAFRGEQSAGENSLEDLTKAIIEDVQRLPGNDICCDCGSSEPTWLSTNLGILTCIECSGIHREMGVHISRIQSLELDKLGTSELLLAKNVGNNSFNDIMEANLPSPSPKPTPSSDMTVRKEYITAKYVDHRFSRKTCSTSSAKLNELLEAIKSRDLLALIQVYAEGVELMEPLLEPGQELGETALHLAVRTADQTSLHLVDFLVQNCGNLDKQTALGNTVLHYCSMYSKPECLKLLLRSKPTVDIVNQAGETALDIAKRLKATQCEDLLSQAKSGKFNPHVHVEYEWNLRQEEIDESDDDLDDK
An asterisk follows results filed as active; i = inactive. Some of the compounds tested. The share of hits here may be higher or lower than overall.

#	molecule	proKLK7 act	LEDGF integ inh	Tn6 DDE FP	PLCg1 inh	ASAP1 inh	Tn7 DDE FP	ARFGAP1 inh	ADAM10 inh	TDP2 absorb	ADAM17 inh
1	N#CC1c2ccccc2C=CN1C(=O)c1ccc(N(CCCl)CCCl)cc1 (stereo not given)	-2.3	2	8	-2	0	-2	-8	-15	-7	-8
2	CCOc1ccc2nc(N=Nc3c(O)[nH]c(=O)[nH]c3=O)sc2c1	-0.4	-2	3	1	2	9	8	0	-9	-4
3	CO[C@H]1CC=C2CCN3CCC4=C(CC(=O)OC4)[C@]23C1	-0.1	-3	-3	3	0	-2	-5	1	13	-4
4	c1ccc2[nH]c(CCNC3CCCCC3)nc2c1	-0.4	4	-5	-2	9	-8	7	1	-9	-1
5	N=C1c2ccccc2CN1NC(=O)c1ccc(Br)o1	-0.1	0	-1	1	10	2	12	1	10	-4
6	CSc1ccccc1C(=O)C1CCCN(Cc2ccccn2)C1 (stereo not given)	-0.4	4	-4	1	-5	-5	-7	3	-3	1
7	O=C1NC(=O)N(Cc2ccccc2)C(=O)/C1=C/N1CCCc2ccccc21	-1.8	-3	-1	-98	7	-2	0	-135	-3	-43
8	CC1CCN(CC(=O)c2ccc3c(c2)OCCO3)CC1	-0.1	0	4	-4	-2	-2	8	-9	10	-4
9	O=C1C2CCN(CC2)C12CC2c1ccc(C(F)(F)F)cc1 (stereo not given)	0.3	-1	-2	1	-4	-5	5	-4	-2	-4
10	O=c1[nH]c2ccccc2n1C1CCN(C(c2cccs2)c2nnnn2Cc2ccccc2)CC1 (stereo not given)	0.6	0	4	3	1	-11	7	13	-12	11*
11	COC(=O)C1=C(c2ccc(F)cc2OCc2ccccc2)C[C@@H]2CC[C@H]1N2C(=O)NCc1ccccc1	0.3	2	-6	0	18	-2	8	18	0	0
12	CCOC(=O)[C@]12Cc3cc(OC)c(OC)cc3[C@H]1N(Cc1ccccc1)C(=O)c1ccccc12	-0.2	-2	-1	3	12	5	-3	12	2	0
13	CN1CCN(c2nc(N)c(Br)c(Cl)n2)CC1	0.7	3	11	6	-5	-3	7	-4	-4	0
14	CN1CC(C(=O)c2ccc(Cl)cc2)C(c2ccc(N(C)C)cc2)C1 (stereo not given)	-0.5	1	-4	3	-2	-4	0	-2	1	2
15	O=C(c1cn(Cc2ccccc2)c2ccccc12)C1CC1	0.0	2	3	3	5	-6	-1	1	4	2

Laid out differently: 9 of the compounds above.
1) N#CC1c2ccccc2C=CN1C(=O)c1ccc(N(CCCl)CCCl)cc1 (stereo not given)
2) CCOc1ccc2nc(N=Nc3c(O)[nH]c(=O)[nH]c3=O)sc2c1
3) CO[C@H]1CC=C2CCN3CCC4=C(CC(=O)OC4)[C@]23C1
4) c1ccc2[nH]c(CCNC3CCCCC3)nc2c1
5) N=C1c2ccccc2CN1NC(=O)c1ccc(Br)o1
6) CSc1ccccc1C(=O)C1CCCN(Cc2ccccn2)C1 (stereo not given)
7) O=C1NC(=O)N(Cc2ccccc2)C(=O)/C1=C/N1CCCc2ccccc21

| compound no. | 1 | 2 | 3 | 4 | 5 | 6 | 7 |
| --- | --- | --- | --- | --- | --- | --- | --- |
| proKLK7 act | -2.3 | -0.4 | -0.1 | -0.4 | -0.1 | -0.4 | -1.8 |
| LEDGF integ inh | 2 | -2 | -3 | 4 | 0 | 4 | -3 |
| Tn6 DDE FP | 8 | 3 | -3 | -5 | -1 | -4 | -1 |
| PLCg1 inh | -2 | 1 | 3 | -2 | 1 | 1 | -98 |
| ASAP1 inh | 0 | 2 | 0 | 9 | 10 | -5 | 7 |
| Tn7 DDE FP | -2 | 9 | -2 | -8 | 2 | -5 | -2 |
| ARFGAP1 inh | -8 | 8 | -5 | 7 | 12 | -7 | 0 |
| ADAM10 inh | -15 | 0 | 1 | 1 | 1 | 3 | -135 |
| TDP2 absorb | -7 | -9 | 13 | -9 | 10 | -3 | -3 |
| ADAM17 inh | -8 | -4 | -4 | -1 | -4 | 1 | -43 |

8) CC1CCN(CC(=O)c2ccc3c(c2)OCCO3)CC1
9) O=C1C2CCN(CC2)C12CC2c1ccc(C(F)(F)F)cc1 (stereo not given)

| compound no. | 8 | 9 |
| --- | --- | --- |
| proKLK7 act | -0.1 | 0.3 |
| LEDGF integ inh | 0 | -1 |
| Tn6 DDE FP | 4 | -2 |
| PLCg1 inh | -4 | 1 |
| ASAP1 inh | -2 | -4 |
| Tn7 DDE FP | -2 | -5 |
| ARFGAP1 inh | 8 | 5 |
| ADAM10 inh | -9 | -4 |
| TDP2 absorb | 10 | -2 |
| ADAM17 inh | -4 | -4 |

Continuation:
#	molecule	proKLK7 act	LEDGF integ inh	Tn6 DDE FP	PLCg1 inh	ASAP1 inh	Tn7 DDE FP	ARFGAP1 inh	ADAM10 inh	TDP2 absorb	ADAM17 inh
16	CCOP(=S)(OCC)Oc1ccc2c(C)c(Cl)c(=O)oc2c1	0.4	5	-3	-28	-12	10	-7	-68	-2	-20
17	CC(Cc1ccsc1)NCc1cn[nH]c1-c1ccc(F)cc1F (stereo not given)	1.9	-4	6	-14	10	-2	5	-28	7	-13
18	COC1=C[C@@H]2[C@@H]3Cc4ccc(OC)c(O)c4[C@]2(CCN3C)CC1=O	-0.2	-1	5	0	-13	5	-10	-7	5	-9
19	COc1cc(/C=C2\C(=O)NC(=O)N(c3ccccc3)C2=O)c([N+](=O)[O-])cc1OC	2.0	4	3	-39	-1	1	0	-82	25*	-34
20	Oc1cc2c(cc1CN1CCN(c3ccccc3F)CC1)OCO2	-0.7	0	-1	-3	-8	2	-5	-7	-1	-1
21	CN(C)c1ccc(/C=C2\CC3C4CC=C5CC(O)CCC5(C)C4CCC3(C)C2=O)cc1 (stereo not given)	-0.2	0	7	-2	14	3	4	1	5	-2
22	O=[N+]([O-])c1ccc(N2CCNCC2)c(Cl)c1	0.5	3	-3	4	1	4	10	5	15	-1
23	CCOc1cc(-c2nc3c(C)cccn3c2NCC2CCCO2)ccc1O (stereo not given)	-32	2	-2	i	1	2	-2	i	3	-325
24	COc1ccc(NC(=O)CN(C)C(=O)CSC(c2ccccc2)c2ccccc2)cc1	0.5	2	1	3	1	-4	8	13	-18	7
25	CN1CCCN(C(=O)COc2ccccc2Br)CC1	0.2	-1	-10	2	1	0	14	-11	-1	-3
26	Cc1cccc(C)c1-n1nnnc1C(c1ccccc1)N1CCC2(CC1)C(=O)NCN2c1ccccc1 (stereo not given)	-0.3	-2	-2	5	-2	8	-1	7	10	-1
27	Cc1ccc2c(c1)C1CN(C)CCC1N2C(=O)Nc1cccc(Cl)c1 (stereo not given)	0.4	3	-14	3	-1	-7	2	0	-1	-1
28	NC(=O)C1CCN(/C=C2\C(=O)NC(=O)N(Cc3ccco3)C2=O)CC1	0.1	-1	-2	-1	-9	-3	11	-1	2	-5
29	CC12CC1(C)C(=O)N(c1cc(Cl)cc(Cl)c1)C2=O (stereo not given)	-0.6	-1	-1	0	-3	-4	2	1	-8	3
30	CN(C)CCSC1c2ccccc2CSc2ccccc21 (stereo not given)	0.0	0	11	3	-4	-6	-2	10	-5	0
31	O=c1[nH]c(=S)n(C2CC2)c(O)c1C=Nc1cccc(C(F)(F)F)c1	-0.8	-6	2	-2	-5	14*	-5	-1	5	-6
32	O=C(Nc1ccccc1)c1c(O)c2c(n(Cc3ccco3)c1=O)CCCC2	0.2	0	-4	1	-7	-2	-4	0	11	-2
33	CC(C)C(C)(NC(=O)c1cccn(Cc2ccc3c(c2)OC(F)(F)O3)c1=O)C(N)=O (stereo not given)	1.0	-5	-10	-5	-3	6	10	-140	-1	-54
34	O=C1c2cccc3cccc(c23)C(=O)N1/N=C/c1c(O)n(-c2ccccc2)c(=O)[nH]c1=O	0.7	-4	1	-6	1	-2	8	-8	-2	-8
35	CC(=O)OCC12CC(OC(=O)CC(C)C)C(C)=CC1OC1C(O)C(OC(C)=O)C2(C)C12CO2 (stereo not given)	0.0	-3	3	0	-2	4	9	-14	-5	-4
36	CCOc1cc(CN2CCN(C(=O)Cc3ccccc3)CC2)ccc1OC	0.1	0	-3	1	-4	2	-3	6	23	3
37	c1ccc(CC(NCc2ccco2)c2ccccc2)cc1 (stereo not given)	-0.2	-3	-2	-1	-7	2	9	-2	-4	-4
38	CN(C)C1(c2nnnn2-c2ccc(Cl)cc2)CCCCC1	0.6	-2	3	-2	-5	4	-5	-11	-1	0
39	CN1CCN(c2nc(N)cc(=O)[nH]2)CC1	0.5	-1	-4	-2	-11	2	4	-2	1	-5
40	COc1ccccc1Oc1c(C)oc2cc(OC(=O)N(C)C)ccc2c1=O	-0.6	-2	-1	1	-11	-7	27*	-3	-11	-2
41	COC(=O)C1=C(c2ccc(OC)c(OC)c2)C[C@@H]2CC[C@H]1N2C(=O)NCCOc1ccc(OC)cc1	-0.2	-3	4	2	16	-4	3	1	-1	1
42	O=C(NC1CCCCC1)N1Cc2ccccc2-n2nncc2C1	0.1	2	0	1	7	6	-5	-6	6	-4
43	NP(=O)(OCCCc1ccccc1)c1ccccc1 (stereo not given)	0.3	2	-6	2	-13	5	7	0	4	-4
44	COC(=O)C1=C(c2cccc(OC)c2OC)C[C@@H]2CC[C@H]1N2C(=O)NC1CC1	0.1	1	0	-1	9	1	1	1	-5	-1
45	CC(C)OC(=O)c1c(N)n(CC2CCCO2)c2nc3ccccc3nc12 (stereo not given)	48*	3	-2	i	-3	1	-3	i	4	i
46	O=c1[nH]c(=O)n(-c2cccc(Cl)c2)c(O)c1C=NCCN1CCCCC1	0.4	3	8	2	-1	6	12	3	3	3
47	Cn1c(O)c(C=NCCN2CCN(C(=O)c3ccccc3)CC2)c(=O)n(C)c1=O	1.4	0	-5	5	-5	-6	4	5	-6	-2
